SRC1 TRFRET art = TR-FRET detection interference compounds, primary screen, artefact control for PPARgamma SRC-1 recruitment agonists, biochemical, TR-FRET emission ratio. actives 0.34% (n = 99,000). TR-FRET ratio at 8 µM. TR-FRET detection artefact counter-screen; hits give high values. AID 1051, 2008; in the data active = TR-FRET ratio above about 2300; also: inactives centre near 1800
SRC3 TRFRET art = TR-FRET detection interference compounds, artefact control for PPARgamma SRC-3 recruitment agonists, biochemical, TR-FRET ratio. TR-FRET artefact counter-screen, PPARgamma/SRC-3 format; hits give high values. TR-FRET ratio at 8 µM. actives 0.39% (n = 99,000); in the data active = TR-FRET ratio above about 2000; also: inactives centre near 1600
The depositor's hits bear a star; & = joins results of further samples. An excerpt; count on the stated rates, not on these rows.

SMILES	SRC1 TRFRET art	SRC3 TRFRET art
COc1ccc2nc(SCc3ccccc3C)nc(C)c2c1	1684	1527
COC(=O)c1cccnc1NC(=S)NC1CCCCC1	1624	1504
Cc1cc(-c2csc(N)n2)c(C)n1-c1ccc(Cl)c(Cl)c1	1953	1655
CCNC(=O)/C(C#N)=C/c1c(N(Cc2ccccc2)Cc2ccccc2)nc2ccccn2c1=O	1889	1666
FC(F)(F)c1ccc(NC(=S)NCc2ccccc2)cc1	1688	1315
C[n+]1ccccc1/C=N/O	1865&1883	1885&1677
C=C(C(=O)c1ccccc1)C(C)CC(=O)c1ccccc1 (centres undefined)	1720	1738
CC(C)C(=O)Nc1ncc(Cc2cccc(Cl)c2)s1	1851	1566
CCOc1ccc(-n2nnc3c(=O)n(CC(=O)c4ccccc4)cnc32)cc1	1701	1655
CC(C)C(NC(=O)c1ccccc1Cl)C(=O)OCc1nc2scc(-c3ccccc3Cl)c2c(=O)[nH]1 (centres undefined)	1657	1729
O=C1Cc2ccccc2Sc2ccc(O)cc21	1687	1550
COc1ccc(C2SCC(=O)N2c2nc3ccccc3s2)cc1 (centres undefined)	1626	1614
CC(C)CC(c1nnnn1C(C)(C)C)N1CCN(Cc2ccccc2)CC1 (centres undefined)	2041	1517
Cc1nc(-c2coc3cc(C)c(N=O)c(O)c3/c2=N\N)cs1	1754	1831
O=C(NCCN1CCOCC1)c1cc(Cl)ccc1[N+](=O)[O-]	1830	1537
C/C(=N\NC(=O)CSc1nc(C)cc(C)n1)c1ccc2c(c1)OCCO2	1745	1610
COc1ccc(C(=O)CSc2n[nH]c(C)n2)cc1[N+](=O)[O-]	1741	1376
C/C(=N\NC(=O)c1cccs1)c1ccc2c(c1)OCO2	1627	1461
CCC(=O)NNc1nc2c(C)cccc2s1	1996	1714
COc1ccc(-c2nc(C)c(C(C)=O)n2O)cc1[N+](=O)[O-]	1773	1544
COc1ccc(-c2csc3ncnc(Oc4cccc5ccc(C)nc45)c23)cc1	1859	1887
COc1ccc(/C=N/Nc2c(Cl)cc(Cl)cc2Cl)cc1CN1CCOCC1	1546	1583
CN(Cc1ccccc1)C(=O)C1CCCN(Cc2cccc(Cl)c2)C1 (centres undefined)	1779	1799
CC(CC(=O)O)CC(=O)Nc1cc([N+](=O)[O-])ccc1O (centres undefined)	1631	1662
Cc1cc([N+](=O)[O-])nn1CCCC(=O)Nc1ccc(Cl)cc1Cl	1579	1381
COc1cccc(NC(=O)Cn2c(=O)n(-c3cc(OC)c(OC)c(OC)c3)c(=O)c3ccccc32)c1	1846	1377
Cc1ccc2[nH]ccc(=O)c2c1	2037	1541
COC(=O)c1sccc1NC(=S)N1CCC(C(N)=O)CC1	1547	1425
Cc1ccccc1-c1nc(C#N)c(NCc2ccco2)o1	2039	1650
C/C(=N\NC(=S)NC(C)C)c1ccccc1OC(F)F	1820	1492
Cn1nc(C(=O)Nc2ccc(S(=O)(=O)N3CCOCC3)cc2)c2ccccc2c1=O	1913	1654
O=C(O)COc1c(Cl)cc(/C=C2\NC(=O)NC2=O)cc1Br	1656	1464
O=[N+]([O-])c1ccccc1-c1cc(-c2cc(Cl)ccc2O)n[nH]1	1837	1605
NC(=NCCc1c[nH]c2ccccc12)NS(=O)(=O)c1ccc2ccccc2c1	1782	1632
Nc1ccc2nc(N3CCOCC3)sc2c1	1810	1491
Cc1nc2sc(C(c3cccs3)N3CCN(c4cccc(Cl)c4)CC3)c(O)n2n1 (centres undefined)	1620	1515
CCOC(=O)Cc1csc(N/C(=N/S(=O)(=O)c2ccc(F)cc2F)c2ccccc2)n1	1821	1485
S=C(Nc1ccccc1Oc1ccccc1)Nc1cccc(Cl)c1Cl	1496	1543
Cc1ccc(NC(=O)Nc2ccc3c(c2)nc(C)n3C)cc1	1739	1649
O=[N+]([O-])c1ccc(Cc2ccncc2)cc1	2009	1481
Cc1nc(C(=O)O)nn1-c1cc(Cl)ccc1Cl	1915	1594
O=C(CCNC(=O)c1ccccc1Cl)Nc1ccc(S(=O)(=O)Nc2ncccn2)cc1	1725	1514
COc1ccc(-c2nnn(CC(=O)N(c3cccc(O)c3)C(C)C(=O)NC3CCCC3)n2)cc1OC (centres undefined)	1803	1677
c1csc(-c2noc(CN3CCN4CCCC4C3)n2)c1 (centres undefined)	1898	1656
NC(=O)COC(=O)CC(NC(N)=O)c1ccc(Cl)cc1 (centres undefined)	1582	1777
COC(=O)c1ccc(NC(=O)Cc2ccc(F)cc2)cc1	1782	1746
CC(NCCOCCOc1ccccc1)c1ccccc1 (centres undefined)	1879	1753
O=C1CN(C(=O)CN2C(=O)NC3(CCCCC3)C2=O)c2ccccc2N1	1742	1523
O=C(Nc1cccs1)OCCN1CCN(Cc2ccccc2)CCC1=O	1590	1733
O=C(CSc1nnc(-c2ccco2)o1)N1CCN(c2ccccc2)CC1	1946	1585
Cc1cccc2cc(C#N)c(NCCNC(=O)COc3ccccc3)nc12	1968	1691
CCOC(=O)C1=C(C)Nc2ncnn2C1c1ccc(N(C)C)cc1 (centres undefined)	1707	1546
CC(C)NC(=O)C(=O)NNC(=O)CCc1ccccc1	1639	1598
CC(=O)N/C(=C\c1ccccc1)C(=O)Nc1ccccc1C	2214	1776
CCOC(=O)C1=C(C)N=C2SC=C(C)N2C1c1ccc(OC)cc1 (centres undefined)	1706	1603
Fc1ccc(/C=N/Nc2ncnc3nc[nH]c23)cc1F	1958	1763
CCCCNC(=S)N1CCN(c2ccccc2Cl)CC1	1782	1690
COc1ccc(S(=O)(=O)N2CCOC2CNC(=O)C(=O)NCCc2ccc(OC)c(OC)c2)cc1C (centres undefined)	1852	1480
C=CCSc1nc2sc(C)c(C)c2c(=O)n1N	1651	1648
Cc1nc2sc(-c3ccccc3)cc2c(=O)n1/N=C/N(C)C	1907	1766

3 entries out of the list, sorted by heavy-atom count, descending:
SMILES	SRC1 TRFRET art	SRC3 TRFRET art
CC(=O)N/C(=C\c1ccccc1)C(=O)Nc1ccccc1C	2214	1776
Fc1ccc(/C=N/Nc2ncnc3nc[nH]c23)cc1F	1958	1763
Cc1nc(C(=O)O)nn1-c1cc(Cl)ccc1Cl	1915	1594

The results go on.
SMILES	SRC1 TRFRET art	SRC3 TRFRET art
O=C(OCc1nnc(-c2ccccc2)o1)c1ccc(CO)cc1	1630	1328
COc1ccc(/C=N/NC(=O)c2ccccc2[N+](=O)[O-])cc1CN1CCc2cc(OC)c(OC)cc2C1C (centres undefined)	1462	1481
COc1ccc(-c2nc(CN3CCCCC3c3cccnc3)c(C)o2)c(F)c1 (centres undefined)	1725	1758
Cc1ccnc(NC(c2ccccn2)c2c(C)[nH]c3ccccc23)c1 (centres undefined)	1921	1620
COc1cc2c(cc1NC(=O)COC(=O)[C@@H](NS(=O)(=O)c1ccccc1)C(C)C)oc1ccccc12	2074	1529
COc1cccc2c(N/N=C/c3ccco3)cc(C)nc12	1802	1631
Fc1ccc(NC(=S)Nc2ccccc2OC(F)F)cc1Cl	1765	1761
COc1ccccc1CNC(=O)CSc1nnc2ccc(-c3cccnc3)nn12	1736	1586
O=[N+]([O-])c1cccc(-c2csc(N/N=C/c3cccc(O)c3)n2)c1	1842	1357
N#CCCN1CCN(S(=O)(=O)c2ccc(S(=O)(=O)NC3CC3)cc2)CC1	1888	1459
O=C(c1cc([N+](=O)[O-])cc([N+](=O)[O-])c1)N1CCN(Cc2ccc3c(c2)OCO3)CC1	1900	1356
CCCCCCn1nc(C(=O)Nc2nc3c(s2)CCCC3)c2ccccc2c1=O	1876	1735
CCOC(=O)C1CCCN(c2ccc(NC(=O)c3snc4c(=O)[nH]cnc34)cc2)C1 (centres undefined)	1891	1590
COc1nnc(-c2ccc(C(=O)N3C[C@@H]4C[C@H](C3)c3cccc(=O)n3C4)cc2)c2ccccc12	1604	1659
CS(=O)(=O)N(CC(=O)NC1CC1)C1CCCCC1	1463	1715
COc1ccc2[nH]c(O)c(N=O)c2c1	1719	1703
CC(=O)Nc1ccc(S(=O)(=O)Nc2nc3ccc([N+](=O)[O-])cc3s2)cc1	1719	1501
O=c1cc(N2CCCCC2)c(-c2ccccc2)nn1Cc1cccc(F)c1	2104	1791
COc1cc(/C=C/C(=O)OCC(=O)Nc2ccc(C)c(S(=O)(=O)N3CCCCC3)c2)ccc1O	1814	1642
COc1ccccc1Nc1cc(N2CCOCC2)c2nonc2c1[N+](=O)[O-]	1917	1484

Some of the entries above in a different format.
Order of results – SRC1 TRFRET art | SRC3 TRFRET art
COc1nnc(-c2ccc(C(=O)N3C[C@@H]4C[C@H](C3)c3cccc(=O)n3C4)cc2)c2ccccc12
    1604 | 1659
CS(=O)(=O)N(CC(=O)NC1CC1)C1CCCCC1
    1463 | 1715
COc1ccc2[nH]c(O)c(N=O)c2c1
    1719 | 1703
CC(=O)Nc1ccc(S(=O)(=O)Nc2nc3ccc([N+](=O)[O-])cc3s2)cc1
    1719 | 1501
O=c1cc(N2CCCCC2)c(-c2ccccc2)nn1Cc1cccc(F)c1
    2104 | 1791
COc1cc(/C=C/C(=O)OCC(=O)Nc2ccc(C)c(S(=O)(=O)N3CCCCC3)c2)ccc1O
    1814 | 1642

Continued:
SMILES	SRC1 TRFRET art	SRC3 TRFRET art
CCS(=O)(=O)N1Cc2ccccc2CC1C(=O)Nc1nc(C)cs1 (centres undefined)	1805	1709
O=C(/C=N/NC(=O)c1ccccc1Br)c1ccccc1	1917	1647
O=C(COC(=O)c1ccccc1Sc1ccc(C(F)(F)F)cc1[N+](=O)[O-])NC(=O)NC1CCCC1	1967	1559
COc1ccc(-n2c(CN3CCC(C)CC3)nc3ccc([N+](=O)[O-])cc3c2=O)c(OC)c1	1639	1555
CC(C)CCN(C(=S)Nc1cccc(F)c1)C(C)c1cccs1 (centres undefined)	1614	1597
COC1CCN(C(=O)c2ccc(OC3CCN(CCc4ccccc4)CC3)cc2)CC1	1716	1507
CC(=O)c1ccc(OCc2ccc(C(=O)c3ccccc3)cc2)cc1	1645	1525
CCOC(=O)C(CC)n1nc(C)n2c(cc3sccc32)c1=O (centres undefined)	2079	1501
CCOc1ccccc1N(CC(=O)N/N=C/c1cc(Br)ccc1OC)S(C)(=O)=O	1839	1541
COc1ccc(-c2ccc(=O)n(Cc3ccc([N+](=O)[O-])cc3)n2)cc1	1682	1427
CC12CN3CC(C)(CN(C1)C3c1ccc(F)cc1)C2 (centres undefined)	1747	1536
Cc1nc(NC(=O)/C=C/c2ccccc2)sc1C(=O)NCCO	1852	1709
CCNc1ccc(C(=O)OC(C(=O)NC(N)=O)C(C)C)cc1[N+](=O)[O-] (centres undefined)	1840	1724
CN1CCN(CCc2cn3ncc(C#N)c3nc2-c2ccc(F)cc2)CC1	1847	1908
Cc1ccc(N(CC(N)=O)C2SC(=O)NC2=O)cc1 (centres undefined)	1797	1428
COc1nc(N(C)C)nc(N(C#N)CCOC(C)=O)n1	1868	1485
O=C(NNC(=O)NC1CCCCC1)NC1CCCCC1	1610	1425
c1coc(C2=Nc3cccc4cccc(c34)N2)c1	1784	1499
CC1CCN(C(=O)Cn2cc(SCC(=O)NCC3CCCO3)c3ccccc32)CC1 (centres undefined)	1597	1726
O=c1[nH]c(-c2ccccc2)nc2sc(-c3ccccc3)cc12	1582	1660

In the list so far, nine have two or more sulfur atoms:
SMILES	SRC1 TRFRET art	SRC3 TRFRET art
COc1ccc(C2SCC(=O)N2c2nc3ccccc3s2)cc1 (centres undefined)	1626	1614
COC(=O)c1sccc1NC(=S)N1CCC(C(N)=O)CC1	1547	1425
Cc1nc2sc(C(c3cccs3)N3CCN(c4cccc(Cl)c4)CC3)c(O)n2n1 (centres undefined)	1620	1515
CCOC(=O)Cc1csc(N/C(=N/S(=O)(=O)c2ccc(F)cc2F)c2ccccc2)n1	1821	1485
C=CCSc1nc2sc(C)c(C)c2c(=O)n1N	1651	1648
N#CCCN1CCN(S(=O)(=O)c2ccc(S(=O)(=O)NC3CC3)cc2)CC1	1888	1459
CC(=O)Nc1ccc(S(=O)(=O)Nc2nc3ccc([N+](=O)[O-])cc3s2)cc1	1719	1501
CCS(=O)(=O)N1Cc2ccccc2CC1C(=O)Nc1nc(C)cs1 (centres undefined)	1805	1709
CC(C)CCN(C(=S)Nc1cccc(F)c1)C(C)c1cccs1 (centres undefined)	1614	1597

(list continues)
SMILES	SRC1 TRFRET art	SRC3 TRFRET art
CSc1ncccc1C(=O)NC1CCCCCC1	1555	1362
CN(Cc1ccccc1)c1nc(-c2cccc([N+](=O)[O-])c2)nc2ccccc12	1840	1555
CCc1ccc(-c2csc(NC(=O)COC(=O)CCc3nc4ccccc4s3)n2)cc1	1667	1435
Cc1ccc(-c2cc(C(=O)N/N=C/c3c(C)nn(-c4ccccc4)c3C)n[nH]2)s1	1635	1542
C/C(=N\Nc1ccc(F)cc1F)c1ccccc1O	1837	1612
O=C(N/N=C/c1cc(Br)c(Br)s1)c1ccncc1	1602	1604
CCOC(=O)C1C(=O)C=C(c2cccs2)CC1c1ccccc1C (centres undefined)	1688	1401
N#Cc1cc(C(=O)c2cc(Cl)ccc2O)cn(-c2ccccc2)c1=O	1886	1733
O=[N+]([O-])c1ccccc1/C=N/N1CCN(c2ccncc2S(=O)(=O)N2CCCCC2)CC1	1644	1480
CCCCn1c(N)c(N(CC)C(=O)c2cc(Br)ccc2Cl)c(=O)[nH]c1=O	1542	1660
O=C(c1cccnc1)N1CCN(C/C=C/c2ccccc2)CC1	1804	1755
Cc1ccc(/C=C/C(=O)OCC(=O)N2CC(=O)Nc3ccccc32)o1	1957	1631
COc1ccc(C(=O)n2cc(C(=O)c3cc(C)ccc3O)cn2)cc1	1951	1514
CC(C)CC(CO)N1CCN(C(=O)c2cccc(C(F)(F)F)c2)CCC1=O (centres undefined)	1729	1549
COc1ccc(NC(=S)N(CCN(C)C)Cc2cccs2)cc1	1788	1660
O=C(NCCCN1CCOCC1)c1ccc(N2CCCC2)c([N+](=O)[O-])c1	1787	1590
O=C(c1ccc(NC(=S)NCc2ccc(Cl)cc2)cc1)N1CCCCC1	1756	1272
COc1ccc(NS(=O)(=O)c2ccc3oc(SCc4ccc(F)cc4)nc3c2)cc1	1736	1714
O=C(CSC1=NC2(CCCCCC2)N=C1c1ccccc1)Nc1ccc2c(c1)OCCO2	1592	1439
